# Bioassay records (PubChem BioAssay)
# Coupling enz – inhibits coupling enzyme system, counter-screen for aldolase hits. coupling enzyme system counterscreen, AmpLite Red fluorescence. activity change, negative = inhibition, % at 58.2 µM, hits read low. actives 0.67% (n = 290,000). AID 2472; in the data active = activity change below about -30%; also: % is scaled to controls: 0 for no effect and ±100 for the full control effect
#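 Counterscreen lacking aldolase: glyceraldehyde-3-phosphate coupling-enzyme reagent preincubated 10 min at RT with compound (at 57.5 uM final), then substrate/coupling system with AmpLite Red added; fluorescence read at 525/598 nm after 20 min RT.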
# TSG101-PTAP inh – blocks PTAP/TSG101 interaction to inhibit HIV-1 budding; Fluorescence polarization, FITC-PTAP peptide / Tsg101 binding; Potency, µM (doses to about 115 µM), for inactives: at the top dose activity change, negative = inhibition, most hits filed as inhibitors; 340,000 tested, under 10 active; AID 493005; active = well fitted inhibition curve with a large enough effect in the main read-out, with a control signal flat, not every such curve was filed as active; inconclusive = small, poorly fitted or top-dose-only effect, or effect the other way, or a change in a side signal; inactive = no such curve, though single readings can be large or run the other way; also: potency is read from the fitted curve at half-maximal effect; % of control where 0% means no effect
#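 Tsg101 binding domain (10 uM final) was mixed with compound and a FITC-labeled PTAP peptide (50 nM final) in HEPES pH 7.5 buffer with NaCl, Tween 20, EDTA and TCEP; fluorescence polarization was read after 20 min at r.t.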
# PKM2 act – PKM2 (human) enzyme activation. AID 1631. purified PKM2, Kinase-Glo ATP luminescence, activation; response scale: 0% is enzyme alone, no compound. actives 0.34% (n = 260,000). Potency, µM (titrated, usually from 57.5 µM), for the others: at the top dose activation, actives largely listed as activators; also: potency is read from the fitted curve at half-maximal effect; % is scaled to controls: 0 for no effect and ±100 for the full control effect; nearly all actives have a fitted effect of over 55% in size
# Target sequence (P14618 whole entry, looked up): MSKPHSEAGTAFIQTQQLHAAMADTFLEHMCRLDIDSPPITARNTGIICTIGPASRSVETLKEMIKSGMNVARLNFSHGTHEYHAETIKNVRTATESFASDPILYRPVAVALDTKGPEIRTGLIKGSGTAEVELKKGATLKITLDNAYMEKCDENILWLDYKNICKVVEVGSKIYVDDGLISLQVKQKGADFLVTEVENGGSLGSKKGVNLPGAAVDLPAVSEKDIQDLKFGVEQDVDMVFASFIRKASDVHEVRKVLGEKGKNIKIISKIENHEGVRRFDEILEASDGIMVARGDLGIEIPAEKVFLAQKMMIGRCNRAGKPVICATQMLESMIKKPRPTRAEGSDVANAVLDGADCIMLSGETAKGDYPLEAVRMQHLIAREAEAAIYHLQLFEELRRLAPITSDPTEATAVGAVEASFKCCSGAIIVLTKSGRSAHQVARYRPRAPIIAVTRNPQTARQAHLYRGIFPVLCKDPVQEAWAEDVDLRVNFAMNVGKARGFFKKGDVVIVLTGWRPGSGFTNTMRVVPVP
#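 Purified hPK-M2 (>95%) run at intermediate activity with 0.1 mM ADP and 0.5 mM PEP in 50 mM imidazole pH 7.2, KCl, MgCl2; 1 h room temperature. ATP formed read by Kinase-Glo luminescence; normalized to uninhibited and no-enzyme controls.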
# GALK inhibitor – inhibitors of human galactokinase | actives 0.007% (n = 270,000) | Potency, µM (top dose mostly 57.5 µM), for the others: at the top dose activity change, negative = inhibition, most hits filed as inhibitors | Purified GALK, Kinase-Glo residual ATP luminescence | P51570; also: potency is read from the fitted curve at half-maximal effect; % is scaled to controls: 0 for no effect and ±100 for the full control effect
#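 ATP-depletion format; final 35 uM ATP, 100 uM D-galactose, 5 nM enzyme; pH 8.0 HEPES/Mg2+ buffer; 60 min RT; luminescence read 10 min after detection reagent.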
# Menin MLL FP TR – displaces Texas Red mutant MLL peptide from human menin; Menin + Texas Red MLL mutant peptide, fluorescence polarization; AID 1768; Potency, µM (top dose mostly 61.6 µM), for inactives: at the top dose FP activity change, negative = inhibition, hits mostly inhibitors; actives 0.23% (n = 270,000); O00255; active = well fitted inhibition curve with a large enough effect in the polarisation, with a control signal flat, not every such curve was filed as active; inconclusive = small, poorly fitted or top-dose-only effect, or effect the other way, or a change in a side signal; inactive = no such curve, though single readings can be large or run the other way; the % refers to the polarisation; also: potency is read from the fitted curve at half-maximal effect; % of control where 0% means no effect; many of its hits are not listed in these tables
# a7 integrin act – activates integrin-mediated alleviation for muscular dystrophy | Potency, µM (titrated, usually from 38.3 µM), for the others: top-dose activation, hits mostly activators | AID 624291 | alpha7betagal myoblasts, beta-gal FDG fluorescence, 48 h | actives 0.064% (n = 350,000);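 also: potency is read from the fitted curve at half-maximal effect; 100% = response of the positive control SU9516; nearly all actives have a fitted effect of over 60% in size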
#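 alpha7betagal+/- myoblasts (passage 13, 250/well) treated 48 h at 37C with compounds at 1:260 dilution of DMSO stock. Lysed, then beta-galactosidase activity read as FDG fluorescence (ex 480/em 540) after 30 min, with pre-read for autofluorescence.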
# B2AR arrestin – beta2AR (human) beta-arrestin recruitment activity. beta-arrestin recruitment to beta2AR, cell-based reporter. Potency, µM (highest dose often 46.1 µM), for the others: at the highest dose activation, actives largely listed as activators. actives 0.02% (n = 330,000). P07550;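 also: potency is read from the fitted curve at half-maximal effect; 0% = DMSO controls and full agonism = EC100 isoproterenol or metaproterenol; nearly all actives have a fitted effect of over 65% in size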
# Target sequence (P07550 whole entry, looked up): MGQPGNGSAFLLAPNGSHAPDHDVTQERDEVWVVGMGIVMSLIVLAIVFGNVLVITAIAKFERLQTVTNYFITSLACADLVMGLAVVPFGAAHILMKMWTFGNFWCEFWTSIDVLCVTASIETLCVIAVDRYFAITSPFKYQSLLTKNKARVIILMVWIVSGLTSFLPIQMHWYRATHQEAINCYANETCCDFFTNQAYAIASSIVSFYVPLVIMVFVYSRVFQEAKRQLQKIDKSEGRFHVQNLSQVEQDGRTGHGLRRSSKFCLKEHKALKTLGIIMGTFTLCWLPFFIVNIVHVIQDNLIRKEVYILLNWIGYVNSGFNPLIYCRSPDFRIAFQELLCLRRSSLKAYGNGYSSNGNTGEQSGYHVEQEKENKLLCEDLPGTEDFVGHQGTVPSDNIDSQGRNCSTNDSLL
# Giardia killer – Giardia lamblia killing. Giardia lamblia trophozoite viability. activity change, % at 7.66 µM, hits read low. actives 0.15% (n = 340,000). AID 540267; in the data active = activity change below about -80%; inconclusive = between about -30% and that limit;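 also: parasites exposed to compound for two days anaerobically before the ATP read; % is scaled to controls: 0 for no effect and ±100 for the full control effect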
#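 Luminescent ATP signal served as the viability read-out, measured 15-30 min after adding ATP detection reagent to trophozoites that had been incubated with compounds for 48 hrs at 37 deg C anaerobically at 100 cells/well.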
# BCR signal inh – inhibitors of chronic active B-cell receptor signaling. ABC-DLBCL IkBa-CBG/CBR reporter, luminescence ratio, 4 h. Potency, µM (titrated, usually from 46.1 µM), without a hit: at the top dose ratio change, negative = lower green/red ratio, hits mostly inhibitors. actives 0.05% (n = 340,000); active = well fitted inhibition curve with a large enough effect in the signal ratio, with a control signal flat, not every such curve was filed as active; inconclusive = small, poorly fitted or top-dose-only effect, or effect the other way, or a change in a side signal; the % refers to the signal ratio;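 also: potency is read from the fitted curve at half-maximal effect; plate controls were basal doxycycline-induced cells for no effect and cells given 10 µM MG132 for full effect; MG132 reads +100%, hits lower the ratio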
#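 TMD8 human ABC-DLBCL cells with doxycycline-inducible IκBα–green luciferase fusion and unfused red luciferase, in 0.5% FBS medium; compounds up to 46 uM, 4 h at 37C. Green/red luminescence ratio, filter-overlap corrected, fitted to concentration-response curves.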
# ASM inhibitor – blocks human secretory acid sphingomyelinase | P17405 | placental ASM, HMU-PC fluorogenic substrate, 60 min | Potency, µM (highest dose often 57.5 µM), for the others: at the highest dose activity change, negative = inhibition, usual class: inhibitors | actives 0.006% (n = 340,000); also: potency is read from the fitted curve at half-maximal effect
#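 Steps: dispense placental human ASM, pin compound, wait 10 min at room temperature, add HMU-PC0 substrate at 9 uM final, incubate 60 min at 37 °C, add stop solution raising pH to 10, read fluorescence.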
# Tb PFK block – inhibitors of T. brucei phosphofructokinase. Potency, µM (highest dose often 57.5 µM), for inactives: at the highest dose activity, negative = inhibition, most hits filed as inhibitors. T. brucei PFK, ADP-Glo luminescence. AID 485367. O15648. actives 0.17% (n = 330,000);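 also: potency is read from the fitted curve at half-maximal effect; 0% = uninhibited 1x PFK enzyme wells and -100% = no-enzyme wells; nearly all actives have a fitted effect of over 60% in size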
#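 In TEA buffer at pH 8.0 with 5 mM MgCl2, enzyme (1.25 nM) converted F6P (0.5 mM) and ATP (0.1 mM) for 45 min at room temperature. ADP product was read by luciferase luminescence.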
# * = called active by the depositor; ? = inconclusive; nt = not tested or not shown; [ ] = dose if it differs, or a comment. Unless noted, calls follow the shape of the dose curve; as a rule, active = well fitted curve in the direction sought with a large enough effect; inconclusive = small, poorly fitted or top-dose-only effect, or another doubt; inactive = no such curve, though single readings can be large; an effect the other way counts as inactive or inconclusive. Only part of the results is shown; the hit share may differ from the screen's.
SMILES,Coupling enz,TSG101-PTAP inh,PKM2 act,GALK inhibitor,Menin MLL FP TR,a7 integrin act,B2AR arrestin,Giardia killer,BCR signal inh,ASM inhibitor,Tb PFK block
CCN(CC)C(=O)Cn1nc(-c2ccncc2)nc1SCC(=O)Nc1ccc(OC)cc1,-2,-2%,0%,-2%,-9%,9%,0.0%,19,-12%,6%,-2%
Cc1ccc(Sc2ccc(NC(=O)CCN3C(=O)NC4(CCCC4)C3=O)cc2)c(C)c1,nt,-6%,nt,nt,nt,7%,0.3%,2,?,-16%,9%
Cc1c(C(=O)O)sc2nc(/C=C/c3ccccc3OC(F)F)[nH]c(=O)c12,6,-11%,-1%,3%,-7%,?,0.4%,-10,nt,298%[activator],-9%
COCC(=O)N1CCC(Oc2ccc(C(=O)N3C[C@@H](C)O[C@@H](C)C3)cc2)CC1,nt,-1%,nt,-6%,nt,25%,-0.1%,16,0%,1%,2%
Cc1nn(CC(O)COc2ccc3c(c2)CCC3)c(C)c1Br (stereo unspecified),3,-1%,1%,2%,-6%,16%,-0.1%,16,?,-2%,-4%
O=C1CC(N(Cc2cccs2)C(=O)Nc2ccccc2)C(=O)N1c1ccc(Cl)cc1 (stereo unspecified),4,-3%,-9%,0%,?,17%,0.2%,-5,15%,-11%,8%
CCOc1ccc(OCCNC(=O)C(NC(=O)c2c(F)cccc2F)C(C)C)cc1 (stereo unspecified),nt,-2%,nt,nt,nt,0%,0.1%,12,0%,6%,-6%
COC(=O)c1ccc(Cl)cc1NC(=O)/C=C/c1ccc(C)o1,-3,-3%,16%,1%,4%,-6%,-0.7%,15,-1%,63%[activator],-13%
COc1ccccc1CN1CC(C(=O)NCCc2ncccc2C)CCC1=O (stereo unspecified),-1,1%,-17%,nt,18%,0%,-0.1%,6,-6%,0%,3%
O=C(CNC(=O)c1ccco1)NCCCc1ccccc1,3,5%,0%,1%,8%,12%,0.2%,-3,5%,7%,1%
CNC(=O)COC(=O)CNC(=O)c1cc(Cl)cc([N+](=O)[O-])c1,2,0%,-1%,9%,-17%,1%,-0.1%,11,-6%,-4%,-1%
COc1ccc2nc(C(F)(F)C(F)(F)F)c(C#N)c(N)c2c1,2,0%,-2%,0%,?,20%,0.0%,5,13%,-23%,7%
CCOc1ccc(NS(=O)(=O)c2ccc3[nH]cc(C(=O)NC(C)CC)c(=O)c3c2)cc1 (stereo unspecified),3,-2%,-3%,3%,-14%,?,-0.5%,-10,-1%,-16%,-5%
CC(=O)c1ccc(NC2OC(C)C(O)C(O)C2O)cc1 (stereo unspecified),2,-2%,-4%,-1%,5%,0%,4.0%,8,-1%,3%,-13%
CCOCCCNS(=O)(=O)c1ccc(NC(=O)Cc2c(F)cccc2Cl)cc1,5,-4%,1%,1%,?,-16%,-0.4%,-6,-11%,-4%,3%
O=[N+]([O-])c1cccc(S(=O)(=O)/N=C(/Nc2ccccc2)c2ccccc2)c1,nt,-1%,nt,nt,nt,23%,0.2%,?,-2%,-2%,6%
CCn1c(C)nc2cc(C(=O)NNC(=S)Nc3ccccc3OC)ccc21,11,0%,4%,6%,nt,42%,-0.1%,-11,?,-1%,5%
O=C(CCNC(=O)C1CCN(S(=O)(=O)c2ccc(F)cc2)CC1)NCc1ccc(F)cc1,-3,-1%,0%,-3%,-3%,-1%,0.1%,38[activator],0%,0%,-1%
CCOC(=O)c1sc(=S)n(-c2ccc3c(c2)OCO3)c1N,-1,-1%,9%,3%,?,-21%,0.0%,-5,-2%,-3%,-2%
CC(C)c1ccc(NC2CCCN(C(=O)CN3C(=O)CSC3=O)C2)cc1 (stereo unspecified),1,-2%,nt,10%,0%,2%,-0.1%,11,9%,-2%,2%
CCOC(=O)C1CCCN(c2nc3c(C)cccn3c(=O)c2/C=C(\C#N)C(=O)NCc2ccco2)C1 (stereo unspecified),4,-6%,-6%,1%,nt,16%,-0.4%,4,1%,46%[activator],-3%
CCn1c(Cc2cccc3ccccc23)nnc1SCC(=O)Nc1nccs1,2,-4%,0%,-3%,-3%,-20%,-0.1%,3,?,1%,-6%
O=C(O)c1ccc(NC(=O)C2(c3ccccc3)CCOCC2)cc1,1,-1%,6%,-5%,9%,20%,0.4%,-9,2%,3%,2%
COc1ccccc1NC(=S)NC12CN3CN(CN(C3)C1)C2,0,0%,-9%,0%,-1%,3%,0.3%,17,13%,1%,-1%
CCN(CC)C(=O)CSC1=Nc2ccccc2C2=NC(c3ccccc3)C(=O)N12 (stereo unspecified),0,-5%,-1%,-2%,-4%,3%,0.1%,37[activator],14%,54%[activator],-2%
# New compounds follow.
SMILES,Coupling enz,TSG101-PTAP inh,PKM2 act,GALK inhibitor,Menin MLL FP TR,a7 integrin act,B2AR arrestin,Giardia killer,BCR signal inh,ASM inhibitor,Tb PFK block
CC1=C(C(=O)OCC(C)C)C(c2ccsc2)NC(=O)N1 (stereo unspecified),2,-2%,-2%,0%,-3%,-7%,0.2%,-7,?,0%,-7%
CCOC(=O)Nc1ccc(S(=O)(=O)NCCCN2CCOCC2)cc1,2,-6%,5%,1%,15%,14%,0.0%,4,1%,5%,-12%
O=C(Nc1cccc(-n2cnnn2)c1)c1ccncc1,3,-3%,3%,12%,4%,8%,0.2%,10,-11%,0%,1%
COc1ccc(C2SCC(=O)N2C)cc1 (stereo unspecified),1,-3%,2%,1%,0%,23%,0.2%,8,6%,-4%,-3%
Cc1cccc(C)c1N1CCc2cn[nH]c21,-4,-3%,5%,0%,-12%,-19%,2.9%,4,0%,0%,3%
NN1C(=O)/C(=C2/Sc3ccccc3N2CCCS(=O)(=O)O)SC1=S,3,-3%,-4%,-2%,7%,?,-0.1%,5,2%,7%,30µM*
COC(=O)c1ccc(C2/C(=C(/O)c3ccc(Cl)cc3)C(=O)C(=O)N2C2CCS(=O)(=O)C2)cc1 (stereo unspecified),0,-2%,nt,1%,-13%,9%,-0.7%,13,?,-4%,1%
O=C(O)c1cccc(-n2c(O)c(C=C3N=c4ccccc4=N3)sc2=S)c1,0,-5%,4%,-8%,nt,5%,1.0%,-6,nt,-6%,0%
N/C(=N\OC(=O)c1ccc2ccccc2c1)c1ccccn1,1,-2%,-20%,17%,-5%,-1%,0.2%,-21,?,0%,-8%
CCN(CC(=O)N1CCOCC1)S(=O)(=O)c1ccccc1,-1,-2%,-1%,0%,?,?,0.1%,4,-9%,1%,2%
Cc1cccc(/C=N/NC(=O)c2cc(Br)ccc2O)n1,-2,3%,nt,4%,?,20%,0.1%,2,?,2%,5%
COCc1nnc(NC(=O)CCCOc2ccccc2)s1,2,-2%,-2%,1%,-10%,1%,-0.5%,14,?,-1%,-11%
COc1cc(COCC(O)CN2CCN(Cc3ccc4c(c3)OCO4)CC2)cc(OC)c1OC (stereo unspecified),0,-1%,19%,16%,-4%,2%,-0.2%,8,-3%,7%,-3%
Cc1ccc2c(Cl)c(C(=O)NCCCn3ccnc3)sc2c1,-1,-6%,?,-3%,-20%,-17%,-0.2%,0,?,-1%,4%
Cc1ccc(-c2c3c(nc4sc(C(N)=O)c(N)c24)CCC3)cc1,8,-2%,0%,nt,-22%,?,0.3%,-2,10%,25%,-12%
Cc1c2ccccc2cc(Cc2ccccc2)[n+]1C,-4,-7%,-5%,-5%,-1%,19%,0.5%,18,0%,-2%,-5%
CCOC(=O)N1CCN(C(=O)CCNS(=O)(=O)c2ccc(C)c(C)c2)CC1,nt,-3%,nt,nt,nt,9%,-0.3%,15,-1%,3%,13%
CNc1ccccc1NC(=O)CCn1c(=S)oc2ccccc21,-3,-4%,-2%,0%,nt,8%,-0.4%,-1,0%,0%,0%
O=c1[nH]c(C2CCN(S(=O)(=O)c3cccc([N+](=O)[O-])c3)CC2)nc2c1nnn2Cc1ccccc1,1,-3%,nt,3%,nt,-9%,-0.1%,0,0%,-6%,1%
COc1ccc(NC(=S)NC(=O)/C=C/c2ccco2)c(OC)c1,0,-2%,-1%,-1%,?,17%,-0.4%,1,-6%,-8%,0%
CN(Cc1cccc(Cl)c1Cl)C(=O)c1cccc(S(=O)(=O)N2CCN(Cc3ccccc3)CC2)c1,-1,nt,4%,-4%,?,-38%,-0.3%,-15,4%,0%,2%
